POLI inh – qHTS for Inhibitors of Polymerase Iota | DNA polymerase iota (Homo sapiens), Q9UNA4 | Pol iota fluorescent replication assay, 10 min | Potency, µM (titrated, usually from 115 µM), for the others: at the highest dose activity, negative = inhibition, usual class: inhibitors | hit rate 1% among 390,000 | AID 588590, 2011
Target sequence (Q9UNA4 whole entry, looked up): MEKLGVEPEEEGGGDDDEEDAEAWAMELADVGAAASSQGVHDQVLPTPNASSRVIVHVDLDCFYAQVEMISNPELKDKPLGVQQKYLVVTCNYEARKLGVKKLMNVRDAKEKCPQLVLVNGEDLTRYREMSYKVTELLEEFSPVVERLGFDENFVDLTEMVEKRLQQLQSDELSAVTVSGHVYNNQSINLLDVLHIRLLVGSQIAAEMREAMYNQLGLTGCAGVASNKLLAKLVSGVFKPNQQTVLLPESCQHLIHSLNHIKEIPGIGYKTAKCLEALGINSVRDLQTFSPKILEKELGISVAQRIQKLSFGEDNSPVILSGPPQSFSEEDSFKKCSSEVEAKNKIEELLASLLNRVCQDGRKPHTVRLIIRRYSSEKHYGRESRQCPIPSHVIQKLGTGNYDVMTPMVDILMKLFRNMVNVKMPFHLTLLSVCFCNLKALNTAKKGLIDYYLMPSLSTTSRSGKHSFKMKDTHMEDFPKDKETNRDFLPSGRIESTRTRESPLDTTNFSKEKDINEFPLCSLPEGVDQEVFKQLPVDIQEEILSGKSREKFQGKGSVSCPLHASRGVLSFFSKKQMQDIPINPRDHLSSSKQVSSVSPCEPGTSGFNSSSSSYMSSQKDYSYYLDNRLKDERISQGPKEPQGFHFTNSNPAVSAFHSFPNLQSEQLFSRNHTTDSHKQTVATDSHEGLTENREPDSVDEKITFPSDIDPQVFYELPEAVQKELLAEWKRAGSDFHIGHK
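Fluorescent replication assay read twice, at 0 min and 10 min after adding 50 nM (final) substrate. Enzyme (10 nM) and compounds were first incubated 15 min at room temperature; enzyme-free buffer wells were negative controls.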
Pol kappa inh – qHTS for Inhibitors of Polymerase Kappa; Potency, µM (doses to about 107 µM), without a hit: at the highest dose activity, negative = inhibition, most hits filed as inhibitors; AID 588579, 2011; hit rate 0.53% among 400,000; DNA polymerase kappa (Homo sapiens), Q9UBT6; purified Pol kappa, fluorescent DNA synthesis assay, 10 min; further: on the % scale 0 is the no-effect control and ±100 the full control effect
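Kinetic fluorescence readout at 0 and 10 min followed reaction start with substrate at 50 nM final. Beforehand, enzyme (10 nM Pol kappa) stood 15 min with compound at room temperature; buffer-only wells were negative controls.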
Anesthetic bind – qHTS Assay for Identification of Novel General Anesthetics; hit rate 0.074% among 350,000; Potency, µM (highest dose often 77.5 µM), for the others: at the top dose activity change, negative = displacement, usual class: inhibitors; apoferritin/1-aminoanthracene competitive binding, fluorescence; AID 485281, 2010; Ferritin light chain (Equus caballus), P02791; further: on the % scale 0 is the no-effect control and ±100 the full control effect; nearly all actives have a fitted effect of over 20% in size
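Read-out: endpoint 1-AMA fluorescence, excitation 380 nm and emission 535 nm, after compounds sit 10 min at room temperature with 10 uM horse-spleen apoferritin in 50% saturated 1-AMA/PBS. Values come from four-parameter Hill fits.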
APE1 inh – qHTS Assay for Inhibitors of the Human Apurinic/apyrimidinic Endonuclease 1 (APE1); DNA repair nuclease/redox regulator APEX1 (Homo sapiens), P27695; recombinant APE1, TAMRA/BHQ-2 abasic DNA cleavage fluorescence; hit rate 0.35% among 350,000; Potency, µM (doses to about 65.8 µM), inactives show top-dose activity change, negative = inhibition, actives largely listed as inhibitors; AID 2517, 2012;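 further: plate controls were vehicle for no effect and reference inhibitor for full effect; nearly all actives have a fitted effect of over 55% in size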
Target sequence (P27695 whole entry, looked up): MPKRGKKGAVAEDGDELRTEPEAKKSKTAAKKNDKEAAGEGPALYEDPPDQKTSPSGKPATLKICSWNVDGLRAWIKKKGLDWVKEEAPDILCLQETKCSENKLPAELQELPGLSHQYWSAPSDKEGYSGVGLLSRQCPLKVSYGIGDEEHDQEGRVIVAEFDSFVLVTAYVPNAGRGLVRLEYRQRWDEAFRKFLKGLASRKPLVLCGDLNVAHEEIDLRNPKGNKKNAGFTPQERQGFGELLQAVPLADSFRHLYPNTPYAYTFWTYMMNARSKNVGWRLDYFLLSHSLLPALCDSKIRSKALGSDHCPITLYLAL
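Quantitative HTS: incision of a TAMRA/BHQ-2 double-stranded substrate bearing a tetrahydrofuran abasic site by 0.75 nM APE1 raises fluorescence. Substrate 50 nM final, added after 15 min compound preincubation at room temperature; progress as third-minus-first kinetic read difference.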
POLH inh – qHTS for Inhibitors of Polymerase Eta | recombinant Pol eta, fluorescent DNA replication assay | Potency, µM (highest dose often 114 µM), inactives show at the highest dose activity change, negative = inhibition, hits mostly inhibitors | hit rate 1.2% among 390,000; further: on the % scale 0 is the no-effect control and ±100 the full control effect
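Pol eta at 10 nM preincubated with compounds 15 min at room temperature; reaction started with fluorescent substrate (50 nM final) and read kinetically at 0 and 10 min.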
Pol beta inh – qHTS Assay for Inhibitors of DNA Polymerase Beta | hit rate 1.3% among 340,000 | P06746 | AID 485314, 2010 | Pol beta primer extension/strand displacement, fluorescence kinetic | Potency, µM (titrated, usually from 114 µM), for inactives: at the highest dose activity change, negative = inhibition, hits mostly inhibitors; further: on the % scale 0 is the no-effect control and ±100 the full control effect
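Pol beta (10 nM) and compounds were preincubated 15 min at room temperature, then 50 nM substrate (final) started primer extension/strand displacement. Reads were taken at 0 and 10 min; concentration-response data were fitted to a four-parameter Hill equation.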
BAZ2B block – qHTS Assay for Inhibitors of BAZ2B | Bromodomain adjacent to zinc finger domain protein 2B (Homo sapiens), Q9UIF8 | AlphaScreen BAZ2B-H3K14Ac peptide displacement | Potency, µM (doses to about 114 µM), inactives show at the highest dose activity change, negative = inhibition, actives largely listed as inhibitors | AID 504333, 2011 | hit rate 4.4% among 360,000; further: on the % scale 0 is the no-effect control and ±100 the full control effect; nearly all actives have a fitted effect of over 60% in size
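AlphaScreen luminescence quantifies BAZ2B engagement of H3K14Ac peptide; the protein and biotinylated peptide are both at 50 nM final, buffer PBS pH 7.4 with 0.01% Tween-20, all steps at room temperature.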
G9a block – qHTS Assay for Inhibitors of Histone Lysine Methyltransferase G9a; Potency, µM (series often up to 102 µM), inactives show at the top dose activity, negative = inhibition, hits mostly inhibitors; G9a H3K9 monomethylation, AlphaScreen, 2 h; hit rate 8.8% among 350,000; further: on the % scale 0 is the no-effect control and ±100 the full control effect; nearly all actives have a fitted effect of over 75% in size
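Enzyme 20 nM + cpd, 15 min RT; add b-H3K9 pep 500 nM / SAM 20 uM; 2 h RT; anti-H3K9me1 Ab 0.5 ug/mL + SA donor / anti-rabbit acceptor beads 20 ug/mL each, 10 min; AlphaScreen read.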
BLM inh – qHTS Assay for Inhibitors of Bloom's syndrome helicase (BLM). recombinant BLM DNA unwinding, fluorescence dequenching. AID 2528, 2010. Potency, µM (highest dose often 56.1 µM), for the others: at the highest dose activity change, negative = inhibition, usual class: inhibitors. hit rate 0.2% among 350,000. RecQ-like DNA helicase BLM (Homo sapiens), P54132;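 further: plate controls were vehicle for no effect and no enzyme for full effect; nearly all actives have a fitted effect of over 35% in size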
Numbers without * were called inactive; ? = inconclusive; . = no result given; [ ] = another dose, or the depositor's remark. The call rests on the fitted dose curve; in most records, active means well fitted curve in the direction sought with a large enough effect; inconclusive means small, poorly fitted or top-dose-only effect, or another doubt; inactive means no such curve, though single readings can be large; an effect the other way counts as inactive or inconclusive. Potency means the concentration at half of the fitted maximal effect. Only part of the results is shown; the hit share may differ from the screen's.

canonical_smiles	POLI inh	Pol kappa inh	Anesthetic bind	APE1 inh	POLH inh	Pol beta inh	BAZ2B block	G9a block	BLM inh
CC(=O)Nc1ccc(S(=O)(=O)N(C)c2ccc(OCCOc3cccc(C)c3)cc2)cc1	31.6µM*	?	.	?	20µM*	.	.	.	.
O=C(COc1ccccc1[N+](=O)[O-])Nc1ccc(-c2nc3ccccc3s2)cc1	27.8%	9.6%	-7.8%	.	-7.3%	-1.0%	-8.4%	2.7%[59 µM]	-9.9%
Cc1noc(C)c1-c1nc(N(C)Cc2ccco2)c2ccccc2n1	.	-12.2%[60.1 µM]	.	?	.	.	.	-31.4%[0.501 µM]	0.2%
COc1ccc(-n2c(SCC(=O)c3ccc[nH]3)nnc2-c2ccccc2)cc1	?	-15.9%	-0.6%	6.5%	-10.8%	-3.3%	5.0%	-6.2%[59 µM]	1.8%
CC(C)(C)OC(=O)CN1c2cccc3cccc(c23)S1(=O)=O	27.0%	1.6%	-1.1%	22.3%	-9.1%	-8.6%	39.7%[activator]	80.7%[activator]	-4.5%
COc1ccc(CSc2nc3ccncc3n2Cc2nc(-c3ccc(OC)c(OC)c3)oc2C)cc1	42.3%[activator]	2.8%	-3.4%	.	-23.2%	-1.8%	-37.0%	?	1.1%
C=CCn1cnc2c(nnn2-c2ccc(Cl)cc2)c1=O	196.1%[activator]	0.0%	-11.6%	-4.1%	-0.5%	16.4%	?	6.4%	-2.5%
CNCC(O)C(O)C(O)C(O)CO (stereo unspecified)	16.0%	10.8%	1.5%	-0.1%	-6.9%	33.0%	-11.0%	5.3%[12.7 µM]	-2.6%
COc1ccc(-n2nc(C(=O)Nc3ccccc3OC)c3c4ccccc4n(C)c3c2=O)cc1Cl	-16.4%	-6.7%[60.1 µM]	6.6%	.	11.4%	-27.9%	3.6%	-13.4%[59 µM]	0.1%
Cn1cnc(S(=O)(=O)N2CCN(C(c3ccccc3)c3ccccc3)CC2)c1	-5.1%	0.0%	9.8%	-3.3%	4.6%	6.4%	-9.5%[57.1 µM]	39.4%	-4.2%
O=C(Cn1ncc(Cl)c(Cl)c1=O)c1ccc2c(c1)OCCO2	?	-20.9%	.	10.9%	?	.	.	.	.
O=C(NCc1ccccc1)NC1(C(=O)N2CCOCC2)CCCCC1	-9.0%	1.9%	-11.6%	-6.1%	-7.1%	26.3%	-2.5%	4.5%	2.5%
N#Cc1nc(-c2ccccc2F)oc1N1CCCC1	6.1%[58.9 µM]	-2.8%	-3.3%	-1.3%	-8.3%	-16.4%	-25.7%	?	-0.7%
O=C(COC(=O)c1cccnc1Cl)Nc1cccc(S(=O)(=O)N2CCOCC2)c1	11.1%	-20.8%	.	-6.3%	-3.0%	.	.	.	.
CCCCN(C)CCCNC(=O)c1ccc2nc(N3CCCCC3)sc2c1	30.0%	14.1%	-9.3%	.	-9.3%	38.5%[activator]	-0.9%	-34.0%[59 µM]	4.0%
O=[N+]([O-])c1ccc(CSc2ncnc3ccccc23)cc1	157.1%[activator]	-14.2%	?	-3.0%	-12.3%	18.9%	-33.4%	?	-1.2%
CSc1nccc(N/N=C/c2ccccc2)n1	-17.9%	-6.4%	-2.5%	-3.5%	-9.8%	25.6%	3.5%	12.9%	-7.9%
COC(=O)c1ccc(CSc2nccn2C)cc1	-0.4%	0.7%	-2.9%	-2.4%	-4.7%	-1.3%	0.4%	?	-0.4%
Cc1cccc(NC(=S)NCCc2ccc(S(N)(=O)=O)cc2)c1C	-6.1%	-2.4%	-3.4%	3.2%	-15.3%	-0.5%	-2.6%	-12.8%	3.6%
O=C(Nc1ccc(S(=O)(=O)N2CCOCC2)cc1)c1ccc([N+](=O)[O-])cc1Cl	-12.3%	-7.4%	-18.6%	-5.0%	-11.4%	3.4%	-26.9%	-40.6%	-4.3%
O=C(COc1ccc2c3c(c(=O)oc2c1)CCC3)NC1CCCCC1	-15.1%	-7.7%	?	-3.6%	5.7%	?	-17.1%	?	-1.8%
COc1ccc(NC(=O)CCCCCN2C(=O)c3ccccc3C2=O)c(OC)c1	36.6%[activator]	1.4%	3.1%	15.2%	-19.9%	26.0%	-1.7%	-4.1%	-1.1%
N#C/C(=C\c1cc(Cl)cc(Cl)c1O)C(=O)NC1CCCCC1	?	-22.1%	-7.0%	10.6%	-15.9%	16.4%	-35.7%	?	-7.2%
CC(C)C(NC(=O)c1ccc(C(C)(C)C)cc1)C(=O)NCC(c1ccccc1)N(C)C (stereo unspecified)	-2.4%	5.0%	-11.2%	5.4%	-15.4%	4.9%	-17.9%	.	4.1%
COc1ccc2[nH]c(C(=O)O)c(CCNC(C)=O)c2c1	4.9%	-11.5%	-14.0%	3.5%	-10.9%	?	-1.8%	6.3%	-2.1%
COc1cc2c3c(c1)C1(C(=O)N3C(C)(C)C=C2C)C(C#N)=C(N)Oc2cc(O)ccc21 (stereo unspecified)	10.1%	-24.2%	-12.1%	1.2%	-11.0%	6.9%	?	?	-8.4%
CCc1ccccc1-n1c(SCC(=O)N2CCCC2)nnc1-c1ccccn1	12.0%	0.0%	-10.2%	-0.9%	-13.0%	-25.4%	56.2µM*	-8.9%[59 µM]	1.2%
Cc1ccc(C)c(N2N=C(C(=O)OCc3nnc(-c4cccs4)o3)CCC2=O)c1	?	-15.8%	.	32.5%[activator]	?	.	-3.6%	-38.2%	.
Cc1cc(C)n(/N=C/c2cc(Cl)cc(Cl)c2O)c(=O)c1	26.5%	-10.6%	43.4%[activator]	-6.0%	-18.8%	3.2%	-22.5%	2.8%	-3.5%
COc1ccc(N(CC(=O)N2CCN(Cc3ccc4c(c3)OCO4)CC2)S(=O)(=O)c2ccc(F)cc2)cc1	-12.3%	-7.7%	-15.3%	-1.7%	-4.2%	-12.6%	-31.5%	?	-7.2%
COc1ccc(CCNC(=O)c2cc(S(=O)(=O)N3CCCC3)cn2C)cc1OC	-13.6%	-9.8%	-11.4%	23.7%	-6.9%	16.7%	-21.9%	-11.5%	-0.6%
CCC(=O)Nc1cccc(-c2nnc(-c3cccc(NC(=O)CC)c3)o2)c1	-5.5%	0.6%	-17.3%	2.5%	9.2%	-14.2%	7.4%	4.1%[12.7 µM]	1.1%
C1=CCC(CN2CCN(C3CCCCCC3)CC2)CC1 (stereo unspecified)	99.6%[activator]	4.2%	-5.3%	-2.7%	-8.3%	22.5%	44.7µM*	7.94µM*	0.2%
COc1ccc(CN(C)C(=O)c2[nH]c(C)c(C(C)=O)c2C)cc1F	-10.1%	9.2%	-0.7%	-7.8%	-13.9%	62.2%	-11.4%	25.4%	2.3%
CCOc1ccc(-n2c(C)c(C(=O)OC)c3cc(O)ccc32)cc1	-4.4%	5.7%	-11.9%	-10.6%	-21.7%	1.6%	?	.	-3.8%
CC(=O)c1ccc(OCCCC(=O)Nc2cccc(-c3nn[nH]n3)c2)cc1	34.6%[activator]	-34.6%	12.5%	-22.2%	-7.7%	43.4%	3.0%	-21.7%	0.7%
Cc1cc(C)nc(NS(=O)(=O)c2ccc(NC(=O)c3nn(-c4ccccc4)ccc3=O)cc2)n1	19.1%	-1.4%	4.0%	36.4%	-14.2%	1.8%	-2.6%	15.6%	1.8%
CCN(c1ccccc1)S(=O)(=O)c1ccc(Cl)c(C(=O)O)c1	32.3%	-5.3%	-9.0%	-1.4%	-11.3%	-1.2%	-18.3%	-47.7%	-0.5%
O=C(C[C@@H]1C/C=C\CCCC(=O)OC[C@@H]2CCCN2C1=O)NCCO	24.0%	3.5%	.	?	-16.3%	.	.	.	.
CC1Sc2ccc(S(=O)(=O)CCC(=O)Nc3ccccc3Cl)cc2NC1=O (stereo unspecified)	24.3%	5.8%	-11.8%	22.0%	-8.3%	80.3%	-22.9%	12.9%	3.5%
CCc1cc(C(=O)N/N=C/c2c(C)[nH]c3ccccc23)cs1	-12.6%	-5.7%	-20.7%	0.2%	-28.5%	?	?	-3.1%[59 µM]	-20.4%

An excerpt from above in order of count of non-hydrogen atoms, descending:
canonical_smiles	POLI inh	Pol kappa inh	Anesthetic bind	APE1 inh	POLH inh	Pol beta inh	BAZ2B block	G9a block	BLM inh
Cc1cc(C)nc(NS(=O)(=O)c2ccc(NC(=O)c3nn(-c4ccccc4)ccc3=O)cc2)n1	19.1%	-1.4%	4.0%	36.4%	-14.2%	1.8%	-2.6%	15.6%	1.8%
CC(=O)c1ccc(OCCCC(=O)Nc2cccc(-c3nn[nH]n3)c2)cc1	34.6%[activator]	-34.6%	12.5%	-22.2%	-7.7%	43.4%	3.0%	-21.7%	0.7%
O=C(C[C@@H]1C/C=C\CCCC(=O)OC[C@@H]2CCCN2C1=O)NCCO	24.0%	3.5%	.	?	-16.3%	.	.	.	.
COc1ccc(CN(C)C(=O)c2[nH]c(C)c(C(C)=O)c2C)cc1F	-10.1%	9.2%	-0.7%	-7.8%	-13.9%	62.2%	-11.4%	25.4%	2.3%

Compound activity deposited in PubChem BioAssay by National Center for Advancing Translational Sciences (NCATS).
